# Compound activity: PubChem BioAssay, National Center for Advancing Translational Sciences (NCATS)
# MBNL1 CUG block – inhibitors of human MBNL1 binding to CUG repeat RNA | Q9NR56 | TR-FRET MBNL1-His/biotin-(CUG)12 binding, 665/545 ratio | Potency, µM (highest dose often 57.5 µM), for inactives: top-dose activity change, negative = inhibition, actives largely listed as inhibitors | hit rate 0.036% among 280,000; active = well fitted inhibition curve with a large enough effect in the signal ratio, with a control signal flat, not every such curve was filed as active; inconclusive = small, poorly fitted or top-dose-only effect, or effect the other way, or a change in a side signal; inactive = no such curve, though single readings can be large or run the other way; the % refers to the signal ratio; also: % is scaled to controls: 0 for no effect and ±100 for the full control effect
# Target sequence (Q9NR56 whole entry, looked up): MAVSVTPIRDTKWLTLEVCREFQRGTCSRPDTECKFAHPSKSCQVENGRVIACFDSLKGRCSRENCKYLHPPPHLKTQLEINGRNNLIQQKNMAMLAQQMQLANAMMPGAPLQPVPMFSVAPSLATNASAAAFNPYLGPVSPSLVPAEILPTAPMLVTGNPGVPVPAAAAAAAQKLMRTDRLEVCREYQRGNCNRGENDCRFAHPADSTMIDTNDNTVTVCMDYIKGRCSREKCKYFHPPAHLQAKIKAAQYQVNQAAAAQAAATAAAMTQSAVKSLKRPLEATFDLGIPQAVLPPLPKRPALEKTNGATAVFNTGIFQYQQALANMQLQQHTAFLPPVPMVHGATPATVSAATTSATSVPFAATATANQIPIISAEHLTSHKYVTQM
#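 TR-FRET between His-tagged MBNL1 and biotin-(CUG)12 RNA, detected with Tb anti-His antibody (0.055 ng/ul) and streptavidin-XL665 (5 nM), 60 min at room temperature. Compounds titrated 92 nM to 58 uM; 665/545 nm ratio normalized to buffer and complex controls.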
# MLL CXXC-DNA inh – blocks binding of human MLL CXXC domain to DNA; Q03164; MLL-CXXC / FITC-HOXA9 DNA fluorescence polarization; Potency, µM (titrated, usually from 115 µM), for the others: top-dose activity change, negative = inhibition, most hits filed as inhibitors; hit rate 0.037% among 290,000; AID 2662; active = well fitted inhibition curve with a large enough effect in the polarisation, with a control signal flat, not every such curve was filed as active; inconclusive = small, poorly fitted or top-dose-only effect, or effect the other way, or a change in a side signal; inactive = no such curve, though single readings can be large or run the other way; the % refers to the polarisation
#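 Steps: dispense CXXC domain solution (7 uM) → pin compounds or unlabeled HOX-A9 DNA control → 5 min ambient → add FLSN-HOX-A9 solution (50 nM) → spin → 30 min ambient → fluorescence polarization. Tris pH 7.5/NaCl/DTT/BSA buffer.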
# FLuc counter – firefly luciferase modulation, counter-screen for miR-21 project | P08659 | purified FLuc, Km substrates, luminescence inhibition | Potency, µM (titrated, usually from 57.5 µM), inactives show top-dose activity change, negative = inhibition, hits mostly inhibitors | hit rate 6.9% among 360,000;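 also: plate controls were vehicle for no effect and reference inhibitor for full effect; nearly all actives have a fitted effect of over 55% in size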
#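 Biochemical qHTS of compounds, final roughly 60 µM downward over six points, against 10 nM purified firefly luciferase using Km concentrations of substrates (10 uM D-luciferin, 10 uM ATP) in Tris acetate pH 7.5 buffer; luminescence output.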
# p53 reactivator – re-activators of mutant p53; hit rate 0.063% among 320,000; Potency, µM (series often up to 92.2 µM), for the others: at the top dose activity change, positive = activation, hits mostly activators; H1299 p53-A138V BP100-luciferase reporter, luminescence, 24 h; AID 504706; also: % of control where 0% means no effect; nearly all actives have a fitted effect of over 45% in size
#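 H1299 (p53-null), stable ts p53-A138V + BP100-Luc; 1000 cells/well, Opti-MEM/10% FBS; cpd 4 pt, 1:5; 24 h, 37 deg C, 5% CO2; detection reagent 10 min RT; luminescence.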
# NPC1 promoter act – activates the NPC1 promoter. AID 485313. hit rate 2.4% among 320,000. Potency, µM (highest dose often 9.22 µM), for inactives: at the highest dose activation, actives largely listed as activators. Huh7 NPC1 promoter luciferase reporter, 24 h;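 also: % of control where 0% means no effect; nearly all actives have a fitted effect of over 60% in size; reporter is driven by a mutant NPC1 promoter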
#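 Stable NPC1-promoter luciferase Huh7 line; cpd (DMSO) 24 h, 37 °C, 5% CO2; Amplite luciferase reagent 10 min RT; luminescence readout. qHTS format.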
# Gal4-VP16 FLuc – counter-screen for ROR gamma inhibitors: Gal4-VP16 reporter. Drosophila S2 Gal4-VP16 UAS-luciferase, luminescence, 20 h. Potency, µM (titrated, usually from 53.6 µM), without a hit: at the highest dose activity, negative = inhibition, usual class: inhibitors. hit rate 3.5% among 310,000;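 also: Gal4-VP16 expression switched on by copper sulfate through the metallothionein promoter; % is scaled to controls: 0 for no effect and ±100 for the full control effect; nearly all actives have a fitted effect of over 50% in size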
# BRCA1 expr act – increases BRCA1 expression. AID 624202. MCF7-BRCA1-FFLuc reporter, luminescence, 48 h; response scale: scaled: vehicle 0%, 10 µM genistein 100%. hit rate 1.1% among 380,000. Potency, µM (doses to about 46.1 µM), without a hit: at the highest dose activation, actives largely listed as activators; also: nearly all actives have a fitted effect of over 80% in size; some results filed as inactive show a strong effect at the top dose
#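 MCF7-BRCA1-FFLuc cells, 2000/well in phenol-red-free MEM, attached 2 h then treated 48 h at 37 C. Luciferase luminescence read 15 min after reagent; normalized to genistein maximum activation (10microM) and DMSO, concentration-response fitted.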
# uPA surface inh – inhibitors of cell surface uPA generation. hit rate 0.31% among 330,000. Potency, µM (series often up to 38.3 µM), without a hit: at the top dose activity change, negative = inhibition, hits mostly inhibitors. cell surface uPA generation assay, qHTS; active = well fitted inhibition curve with a large enough effect; inconclusive = small, poorly fitted or top-dose-only effect; inactive = no such curve, though single readings can be large or run the other way; tested in mouse RAW 264.7 cells; also: % is scaled to controls: 0 for no effect and ±100 for the full control effect; nearly all actives have a fitted effect of over 55% in size
# Rab9 promoter act – Rab9 promoter activation. hit rate 2.8% among 320,000. Huh7 Rab9 promoter-luciferase reporter, luminescence, 24 h. AID 485297. Potency, µM (top dose mostly 9.22 µM), inactives show at the highest dose activation, negative = inhibition, hits mostly activators; also: % of control where 0% means no effect; nearly all actives have a fitted effect of over 60% in size
#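 Rab9 promoter-driven luciferase in stably transfected Huh7 cells; 1500 cells/well rested 2 h, exposed to compound in DMSO for 24 h at 37 °C, 5% CO2. Luminescence read 10 min after adding luciferase reagent at ambient temperature.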
# ELG1 genotox – genotoxicity induction in ELG1-luciferase HEK293T cells; HEK293T ELG1-luciferase reporter, luminescence, 16 h; hit rate 1.3% among 330,000; Potency, µM (doses to about 46 µM), for inactives: at the top dose activity change, positive = activation, most hits filed as activators; also: % of control where 0% means no effect; nearly all actives have a fitted effect of over 60% in size
#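 Genotoxic stress is detected as increased luminescence from luciferase-tagged ELG1 in HEK293T cells, measured with ONE-Glo after a 16 hr treatment at 37 °C.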
# RORg inh – ROR gamma (mouse) transcription inhibition; Drosophila S2 Gal4-RORgamma UAS-luciferase reporter, 20 h; hit rate 5.4% among 310,000; AID 2551; Potency, µM (highest dose often 53.6 µM), for inactives: at the top dose activity change, negative = inhibition, actives largely listed as inhibitors; also: % is scaled to controls: 0 for no effect and ±100 for the full control effect; nearly all actives have a fitted effect of over 60% in size
# Target sequence (P51450 whole entry, looked up, the tested form may be a part): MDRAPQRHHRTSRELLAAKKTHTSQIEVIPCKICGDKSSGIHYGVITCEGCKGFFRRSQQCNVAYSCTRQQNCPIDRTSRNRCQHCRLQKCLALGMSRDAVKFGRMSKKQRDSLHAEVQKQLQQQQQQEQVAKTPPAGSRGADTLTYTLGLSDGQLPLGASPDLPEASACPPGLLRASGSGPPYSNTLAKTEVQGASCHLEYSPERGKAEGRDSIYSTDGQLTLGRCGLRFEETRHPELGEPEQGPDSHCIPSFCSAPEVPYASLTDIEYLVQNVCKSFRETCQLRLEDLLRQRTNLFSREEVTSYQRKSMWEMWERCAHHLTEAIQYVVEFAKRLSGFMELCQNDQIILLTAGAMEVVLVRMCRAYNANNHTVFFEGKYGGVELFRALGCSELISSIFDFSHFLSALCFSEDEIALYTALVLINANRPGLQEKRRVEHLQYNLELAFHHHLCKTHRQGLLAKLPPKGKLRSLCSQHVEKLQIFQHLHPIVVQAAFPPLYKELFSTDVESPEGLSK
#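 Luminescence from a UAS-regulated Photinus luciferase reporter in stably transfected Drosophila Schneider cells is measured; decreased signal marks ROR gamma inhibition. Fusion expression is induced by 700 uM copper sulfate for 20 hr.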
# Numbers without * were called inactive; ? = inconclusive; . = no result given; & = joins results of further samples; [ ] = another dose, or the depositor's remark. Unless noted, calls follow the shape of the dose curve; as a rule, active = well fitted curve in the direction sought with a large enough effect; inconclusive = small, poorly fitted or top-dose-only effect, or another doubt; inactive = no such curve, though single readings can be large; an effect the other way counts as inactive or inconclusive. Potency is read from the fitted curve at half-maximal effect. This is a subset; the hit share may differ from the screen's.
SMILES,MBNL1 CUG block,MLL CXXC-DNA inh,FLuc counter,p53 reactivator,NPC1 promoter act,Gal4-VP16 FLuc,BRCA1 expr act,uPA surface inh,Rab9 promoter act,ELG1 genotox,RORg inh
COc1ccc(CCNC(=O)COc2ncnc3cc([N+](=O)[O-])ccc23)cc1,?,4%,2%,-1%,-1%,-3%,-4%,10%,-2%,0%,85%
CCCCn1c(N)c(N(Cc2ccccc2OC)C(=O)c2ccc(N3CCCC3=O)cc2)c(=O)[nH]c1=O,.,.,5%,3%,-6%,.,3%,4%,-4%,-1%,.
CCC(C)[C@H](NC(=O)C1CCN(C(=O)[C@H](Cc2ccccc2)NS(=O)(=O)c2ccc(C)cc2)CC1)C(=O)O (some centres not stated),11%,6%,-4%,-3%,2%,-3%,-10%,5%,-4%,-1%,7%
CN(CC(=O)Nc1ccc(F)cc1)C(=O)COC(=O)/C=C/c1ccc(OC(F)F)cc1,.,.,?,14%,1%,.,0%,-4%,-2%,-1%,.
N#Cc1ccncc1S(=O)c1ccc(Cl)cc1 (configuration not stated),3%,39%[activator],-2%,?,3%,10%,-26%,6%,8%,0%,34%
Cc1ccccc1NC(=S)N(CCN(C)C)C(C)c1cccnc1 (configuration not stated),0%,0%,-1%,4%,-2%,-4%[10 µM],-1%,3%,-6%,13%,0%
C=C1C[C@H]2[C@@H]3CCc4cc(OC)ccc4[C@H]3CC[C@]12C,.,.,2%,3%,1%,.,0%,5%,2%,-2%,.
Cc1n[nH]c(C)c1N=Nc1ccc(Br)cc1,?,3%,?,5%,12%,28%,-1%,1%,20%,0%,-29%
CC(C)(C)c1ccc(OCc2nnc(SCC(N)=O)n2N)cc1,-9%,2%,-18%,2%,1%,2%,-8%,0%,1%,-1%,-26%
C[C@H](NC(=O)c1nc[nH]c1C(=O)N[C@@H](C)c1ccccc1)C(=O)OC(C)(C)C,-2%,22%,5%,2%,-5%,6.3µM*,-7%,12%,-1%,-4%,2.8µM*
CC1=NN(Cc2ccccc2)C(=O)C1C(c1ccccc1)C(C#N)C#N (configuration not stated),21%,-20%,-20%,-4%,-7%,0%,-2%,0%,-9%,2%,2%
CCOC(=O)N1CCN(C(=O)c2ccc(CNS(=O)(=O)c3ccc(C)cc3)cc2)CC1,-2%,10%,2%,-4%,0%,-1%,-26%,5%,2%,-5%,20%
CCOc1ccc(NC(=O)CN(C)C(=O)Cc2c(C)nc3ccccc3c2C)cc1OCC,0%,9%,3%,-17%,-4%,-12%,-21%,2%,-1%,-10%,0%
Cc1ccc(NC(=O)CN2C(=O)COc3ccc(S(=O)(=O)N4CCOCC4)cc32)cc1F,-1%,18%,-10%,-4%,0%,5%,-8%,2%,-1%,1%[9.26 µM],20%
C=CCn1cc(C(=O)OCC)c(=O)c2cc(F)c(F)cc21,8%,36%[activator],-2%,2%,0%,28%,6%,-1%,-8%,-1%,3%
COC(=O)C(C)n1cnc2c(nnn2-c2ccc(OC)cc2)c1=O (configuration not stated),2%,5%,-4%,16%,-7%,5%,18%,.,-10%,2%,5%
O=C(c1cccc(N2C(=O)C3CC=CCC3C2=O)c1)N1CCN(c2ccccc2)CC1 (configuration not stated),-2%,11%,5%,2%,-3%,4%,-27%,-12%,1%,-2%,9%
COC(=O)CCC(=O)N1CCCC(C(=O)c2ccc(Cl)cc2C)C1 (configuration not stated),-8%,0%,9%,.,-4%,8%,-1%,1%,-2%,-4%,27%[1.91 µM]
Fc1ccc(CN2CCN3CCCC3C2C2CCCCC2)cc1F (configuration not stated),10%,13%,3%,-3%,-1%,0%,-46%,-4%,-3%,-3%,-13%
CN(C)C=Nc1ccc2nn(-c3ccccc3)nc2c1,?,-5%,5.4µM*,19%,2.8µM*,-1%,66%,-3%,1µM*,?,-40%
CC(=O)Nc1ccc(-c2csc(NC(=O)C3CC(=O)N(c4ccc5c(c4)OCCO5)C3)n2)cc1 (configuration not stated),1%,-28%,-17%,-7%,-1%,0%,-7%,0%,2%,-6%,27%
COc1ccc(CN(CCN2CCOCC2)C(=O)c2c(F)cccc2F)cc1OC,-15%,-7%,6%,-16%,-1%,1%,-2%,-7%,-2%,2%,3%
Cc1nn(-c2ccccc2)c2c1C(=O)N(c1ccccc1)C(=O)C(C)(C)C2,-10%,-4%,5%,-3%,-3%,-2%,31%,2%,3%,0%,38%
O=[N+]([O-])c1cccnc1-n1cnc2ccccc21,?,-4%,-7%,-10%,-1%,-3%,15%,0%,1%,-3%,0%

# Copied from the list:
# COC(=O)CCC(=O)N1CCCC(C(=O)c2ccc(Cl)cc2C)C1 (configuration not stated) | Rab9 promoter act = -2%
# C[C@H](NC(=O)c1nc[nH]c1C(=O)N[C@@H](C)c1ccccc1)C(=O)OC(C)(C)C | BRCA1 expr act = -7%
# COC(=O)C(C)n1cnc2c(nnn2-c2ccc(OC)cc2)c1=O (configuration not stated) | RORg inh = 5%

# (continued)
SMILES,MBNL1 CUG block,MLL CXXC-DNA inh,FLuc counter,p53 reactivator,NPC1 promoter act,Gal4-VP16 FLuc,BRCA1 expr act,uPA surface inh,Rab9 promoter act,ELG1 genotox,RORg inh
CCc1sc(C(=O)NCc2ccco2)cc1Br,-15%,8%,-4%,.,-3%,-17%,20%,-15%,-4%,1%,11%[1.91 µM]
Cc1ccc(NC(=O)C(=O)NCCN2CCN(S(=O)(=O)c3ccccc3)CC2)cc1C,-7%,11%,-1%,1%,-7%,-5%[10 µM],-20%,-3%,-8%,-12%,23%
COc1ccc(/C=N/n2c(SC)nnc(C(C)(C)C)c2=O)c(OC)c1,-4%,-8%,-4%,-6%,-3%,1%,-16%,-5%,-2%,-3%,-12%
CN(CC(=O)Nc1ccc(N2CCOCC2)cc1)C(=O)c1cn(-c2ccccc2)nc1-c1ccccc1,.,.,-11%,3%,0%,.,26%,1%,-1%,0%,.
COC(=O)c1ccc(OC(=O)c2ccc(OC)c(OC)c2)c(OC)c1,2%,28%,3%,-7%,0%,7%,-13%,-2%,-9%,4%,14%
Cc1ccccc1CCN(C(=O)Cn1nnc2ccccc21)C(C(=O)NC(C)(C)C)c1ccsc1 (configuration not stated),0%,22%,-2%,10%,-2%,-4%[0.365 µM],-6%,13%,-7%,?,?
COc1ccc(/C=C/c2onc(C)c2S(=O)(=O)N2CCC(C(=O)N3CCC(C)CC3)CC2)cc1,7%,-14%,-2%&5%,-2%,-6%,-8%,-42%,-10%,-4%,-1%,13%
COc1ccc(N2CCN(C(=O)C3CCCN(S(=O)(=O)c4ccc(F)cc4)C3)CC2)cc1 (configuration not stated),1%,-5%,0%,-28%,2%,-9%,-9%,1%,3%,-6%,-38%
COc1cc(OC)cc(C(=O)N[C@H](C(=O)OCC(=O)Nc2ccc(C(C)C)cc2)C(C)C)c1,-6%,-3%,-14%,6%,0%,1%,-12%,-4%,1%,-1%,?
COc1ccccc1/C=C/C(=O)NCC(=O)n1nc(C)cc1C,-2%,3%,0%,-2%,0%,-4%,-12%,4%,2%,3%,-3%
COc1ccccc1NC(=S)N1CCC(NC(=O)c2ccco2)CC1,-7%,-2%,3%,0%,1%,-5%,47%,4%,11%,2%,21%
CCOC(=O)CSc1nc2c(sc3ccccc32)c(=O)n1CCCN1CCOCC1,-3%,16%,-8%,-8%,1%,-12%[0.365 µM],-4%,2%,-11%,-26%,-12%
CCN(CC)CCOC(c1ccccc1)c1ccc(C)cc1 (configuration not stated),-5%,14%,0%,-5%,1%,-1%,-3%,-2%,-2%,-3%,-41%
CCOc1ccc(OCCNC2CCCC2)cc1,-8%,6%,-4%,0%,3%,3%,-5%,1%,7%,4%,10%
CCN1CCCC1CNC(=O)c1cc(S(=O)(=O)CC)c(N)cc1OC (configuration not stated),-6%&-11%,3%&0%,-1%&0%,.,-5%[46.1 µM],8%&12%&-1%,.,.,-16%[46.1 µM],.,-2%&19%&-2%
Cc1ccc(NC(=O)C(=O)NCCc2c[nH]c3ccccc23)c(C)c1,-3%,0%,-3%,3%,-2%,-3%,-13%,-1%,1%,9%,-3%
COc1ccccc1CN1CCNC(=O)C1CC(=O)O (configuration not stated),-7%,1%,0%,-5%,-2%,10%,21%,-1%,-4%,1%,-6%
